Screens deposited in PubChem BioAssay by National Center for Advancing Translational Sciences (NCATS).
Casp1 inh = blocks human caspase-1 allosterically or competitively | Caspase-1 enzyme, Ac-WEHD-AFC fluorogenic rate | Potency, µM (top dose mostly 57.5 µM), without a hit: at the highest dose activity change, negative = inhibition, actives largely listed as inhibitors | actives 0.03% (n = 75,000) | P29466;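 also: potency is read from the fitted curve at half-maximal effect; plate controls were vehicle for no effect and no substrate for full effect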
Tau filament bind = binds recombinant human tau filaments | P10636 | recombinant tau filaments, thioflavin S fluorescence, 15 h; filaments grown with octadecylsulfate alongside compound | Potency, µM (top dose mostly 57.1 µM), for inactives: top-dose activity change, negative = inhibition | actives 2% (n = 71,000) | AID 596;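 also: potency is read from the fitted curve at half-maximal effect; % is scaled to controls: 0 for no effect and ±100 for the full control effect; actives lower thioflavin S fluorescence by blocking filaments or displacing dye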
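His-tagged recombinant human tau (exons 2, 3, 10; 1 uM final) fibrillized with 30 uM sodium octadecylsulfate, 15 h at 37 C, in pH 7.4 HEPES buffer with 10 uM thioflavine S and 5 mM DTT. Reduced ThS fluorescence (450/510 nm) marks activity.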
Caspase-7 inhib = allosteric or competitive inhibitors of human caspase-7; P55210; recombinant caspase-7, Ac-DEVD-AFC fluorescence rate; actives 0.02% (n = 75,000); Potency, µM (series often up to 57.5 µM), inactives show top-dose activity change, negative = inhibition, most hits filed as inhibitors; active = well fitted inhibition curve with a large enough effect in the main read-out, with a control signal flat, not every such curve was filed as active; inconclusive = small, poorly fitted or top-dose-only effect, or a change in a side signal; also: potency is read from the fitted curve at half-maximal effect; % of control where 0% means no effect
Target sequence (P55210 24-198 limits assumed): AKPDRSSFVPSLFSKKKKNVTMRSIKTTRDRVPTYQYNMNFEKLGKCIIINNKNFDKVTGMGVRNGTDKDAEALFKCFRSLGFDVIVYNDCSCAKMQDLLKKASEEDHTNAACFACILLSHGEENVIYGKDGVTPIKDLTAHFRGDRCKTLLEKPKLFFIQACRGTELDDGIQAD
Target sequence (P55210 207-303 limits assumed): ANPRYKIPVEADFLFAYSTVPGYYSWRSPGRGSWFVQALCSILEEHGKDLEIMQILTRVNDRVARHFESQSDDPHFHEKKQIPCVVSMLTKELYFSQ
ALOX15 inhib = 15-hLO (ALOX15) enzyme inhibition. actives 1.4% (n = 74,000). P16050. purified 15hLO-1, xylenol orange hydroperoxide absorbance. Potency, µM (doses to about 57.1 µM), inactives show at the highest dose activity change, negative = inhibition, hits mostly inhibitors; also: potency is read from the fitted curve at half-maximal effect; % is scaled to controls: 0 for no effect and ±100 for the full control effect; nearly all actives have a fitted effect of over 55% in size
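Compounds were preincubated 15 min at room temperature with 40 nM purified human enzyme (25 mM Hepes pH 7.5, 0.01% Triton X-100); 50 uM arachidonic acid reacted 6 min. Fe-xylenol orange detection, 30 min, absorbance ratio 573/405 nm.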
HADH2 inhib = blocks human hydroxyacyl-CoA dehydrogenase type II | Q99714 | recombinant HADH2, NADH fluorescence, beta-hydroxybutyryl-CoA | Potency, µM (doses to about 57.1 µM), inactives show at the highest dose activity change, negative = inhibition, most hits filed as inhibitors | actives 3.4% (n = 73,000) | AID 886; also: potency is read from the fitted curve at half-maximal effect; % is scaled to controls: 0 for no effect and ±100 for the full control effect; nearly all actives have a fitted effect of over 60% in size; many of its hits are not listed in these tables
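Activity measured as NADH fluorescence gain (360/450 nm), taken as the change between first and last reads of a 4-min kinetic run. Conditions: pH 9.0 Tris buffer, 20 nM E. coli-expressed His-tagged enzyme, 1 mM NAD+, 90 uM beta-hydroxybutyryl-CoA; 15-min compound preincubation.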
USP2a inh = USP2a (human) protease inhibition. Potency, µM (doses to about 38.3 µM), for the others: at the top dose activity change, negative = inhibition, actives largely listed as inhibitors. actives 0.1% (n = 60,000). O75604. USP2a enzymatic assay, qHTS inhibition;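 also: potency is read from the fitted curve at half-maximal effect; nearly all actives have a fitted effect of over 60% in size; plate controls were DMSO for no effect and NEM full inhibition control for full effect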
Target sequence (O75604 whole entry, looked up): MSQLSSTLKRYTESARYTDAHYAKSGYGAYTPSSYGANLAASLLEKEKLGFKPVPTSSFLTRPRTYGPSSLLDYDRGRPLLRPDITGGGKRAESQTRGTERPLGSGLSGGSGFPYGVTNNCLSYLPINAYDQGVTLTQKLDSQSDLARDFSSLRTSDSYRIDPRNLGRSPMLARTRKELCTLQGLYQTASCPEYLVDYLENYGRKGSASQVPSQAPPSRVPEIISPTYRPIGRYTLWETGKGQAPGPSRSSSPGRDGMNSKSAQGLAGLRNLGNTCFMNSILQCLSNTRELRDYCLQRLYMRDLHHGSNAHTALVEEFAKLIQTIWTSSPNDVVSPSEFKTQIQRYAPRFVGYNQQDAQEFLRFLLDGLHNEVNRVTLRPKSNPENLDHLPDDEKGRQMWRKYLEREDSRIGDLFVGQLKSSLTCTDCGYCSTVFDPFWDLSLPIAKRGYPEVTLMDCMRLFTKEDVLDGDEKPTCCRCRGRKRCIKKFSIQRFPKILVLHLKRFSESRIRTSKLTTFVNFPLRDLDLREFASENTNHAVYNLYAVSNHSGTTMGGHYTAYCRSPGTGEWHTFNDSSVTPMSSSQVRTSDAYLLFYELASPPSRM
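USP2 core (20 nM final) was preincubated with compound for 30 min at RT in 20 mM Tris-HCl pH 8.0, 2 mM CaCl2, 2 mM beta-mercaptoethanol; Ub-PLA2 (20 nM) plus NBD C6-HPC (20 uM) then added, fluorescence read after 2.5 h.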
Rhodamine autofl = compound fluoresces in the rhodamine spectral region | AID 594 | max dye-equivalent concentration, M | actives 0.05% (n = 59,000) | Rhodamine-region fluorescence, 547/598 nm, Tris buffer; active compounds read high; in the data active = max dye-equivalent concentration above about 11 nM; inconclusive = between about 1.1 nM and that limit
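A six-point rhodamine series on each plate calibrates the signal. Compounds sit in 100 mM Tris (pH 8.0) for 15 min at ambient temperature before imaging through 547 nm/598 nm filters.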
DNA Pol III inh = DNA polymerase III holoenzyme inhibition; reconstituted DNA polymerase III holoenzyme replication, biochemical; Potency, µM (highest dose often 57.1 µM), for inactives: top-dose activity change, negative = inhibition; actives 0.25% (n = 71,000); also: potency is read from the fitted curve at half-maximal effect; % is scaled to controls: 0 for no effect and ±100 for the full control effect
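Reconstituted *E. coli* holoenzyme (0.35 nM Pol III, 1 nM beta, 154 nM SSB, 2 nM primase) was preincubated with compound for 15 min at RT. Synthesis on 1.4 nM ssM13Gori ran 35 min, then was stopped with PicoGreen/EDTA and read as dsDNA fluorescence.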
BRCT PPI green = inhibitors of human BRCA1 BRCT-phosphoprotein interaction (green fluorophore); actives 0.05% (n = 75,000); BRCA1 BRCT-phosphopeptide binding, green fluorescence polarization; Potency, µM (top dose mostly 76.9 µM), inactives show at the highest dose activity change, negative = inhibition, most hits filed as inhibitors;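 also: potency is read from the fitted curve at half-maximal effect; plate controls were peptide without protein for full effect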
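Compounds were incubated for 12 min at room temperature with a complex of 100 nM fluorescein-tagged pBACH1 decapeptide and 250 nM His-tagged BRCT protein. Buffer was phosphate pH 7.3 with EDTA, DTT and Tween 20. Disruption of binding lowers the polarization signal.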
BRCT inh red = BRCT-phosphoprotein interaction inhibition (red fluorophore) | actives 0.03% (n = 75,000) | Potency, µM (titrated, usually from 76.9 µM), inactives show at the top dose activity change, negative = inhibition, hits mostly inhibitors | BRCT-phosphopeptide binding, red fluorescence polarization; also: % is scaled to controls: 0 for no effect and ±100 for the full control effect
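Fluorescence polarization: 100 nM His-tagged BRCA1 BRCT with 100 nM TAMRA-labelled phospho-BACH1 decapeptide, phosphate buffer pH 7.3 with 150 mM NaCl, DTT, 0.01% Tween 20; 12 min RT. Binding inhibition seen as FP decrease.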
HEK293 cAMP cs = counter-screen for TSHR agonists: cAMP increase in parental HEK293; AID 938; Potency, µM (doses to about 57.1 µM), for the others: at the highest dose activation, most hits filed as activators; actives 2.5% (n = 73,000); parental HEK293 CNG cAMP sensor, membrane potential fluorescence; also: potency is read from the fitted curve at half-maximal effect; % of control where 0% means no effect; nearly all actives have a fitted effect of over 55% in size
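Parental HEK 293 cells stably expressing a cAMP-gated CNG channel were loaded with membrane potential dye containing 100 uM RO 20-1724 for 60 min. Compound added for 30 min; depolarization read as fluorescence intensity at 590 nm.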
* marks the source's active call; other numbers are inactive results; i = inactive; ? = inconclusive; . = not tested or not shown; [ ] = another dose, or the depositor's remark. Unless noted, calls follow the shape of the dose curve; as a rule, active = well fitted curve in the direction sought with a large enough effect; inconclusive = small, poorly fitted or top-dose-only effect, or another doubt; inactive = no such curve, though single readings can be large; an effect the other way counts as inactive or inconclusive. An excerpt; rates above refer to the full screens.

SMILES	Casp1 inh	Tau filament bind	Caspase-7 inhib	ALOX15 inhib	HADH2 inhib	USP2a inh	Rhodamine autofl	DNA Pol III inh	BRCT PPI green	BRCT inh red	HEK293 cAMP cs
CCn1c(SCC(=O)N2CCc3ccccc32)nnc1-c1ccncc1	-3%	-5%	0%	2%	17%	6%	i	-8%	-0.4%	-0.1%	2%
COc1ccccc1C(=O)Nc1ccc(-c2nnc(SCC(=O)O)n2C)cc1	-1%	17%	0%	2%	?	1%	i	-2%	-2.0%	-1.2%	1%
COc1ccccc1N1CCN(c2cc(=O)n(Cc3ccc(F)cc3)c(=O)[nH]2)CC1	-5%	68%	1%	2%	-5%	.	.	-7%	1.1%	0.1%	2%
CCOC(=O)c1ccc2c(c1)N(Cc1ccccc1C)C(=O)c1ccccc1S2=O (stereo not drawn)	-2%	-5%	0%	-13%	-2%	14%	i	-13%	-1.0%	-0.6%	?
COc1ccc(N2CCN(CCNC(=O)c3c(C)cc(=O)oc3C)CC2)cc1	-1%	-27%	-2%	-14%	-8%	24%	i	1%	0.4%	0.7%	4%
Cc1ccc2cc(C(c3nnnn3CC3CCCO3)N3CCc4ccccc4C3)c(=O)[nH]c2c1 (stereo not drawn)	?	18%	-17%	-15%	4%	16%	i	-7%	-0.4%	-0.9%	-3%
Cc1cccc(-n2ncc3c(NCc4cccs4)ncnc32)c1	-3%	108%	-5%	-26%	-8%	0%	i	1%	1.4%	-1.2%	2%
O=C(CN1C(=O)C2C3C=CC(C3)C2C1=O)Nc1cccc2c1CCCC2 (stereo not drawn)	0%	-12%	1%	-3%	6%	4%	i	-6%	-1.3%	-0.1%	?
O=C1CC(c2c[nH]c3ccccc23)C(=O)N1 (stereo not drawn)	-2%	3%	-2%	-3%	-1%	-5%	i	-1%	-4.6%	-1.6%	15%
CCCCOc1ccc(C(=O)N2CCCCCC2)cc1	-1%	-16%	0%	-6%	3%	7%	i	-4%	-0.6%	-0.5%	13%

As a short view, some entries already given.
SMILES	Casp1 inh	Tau filament bind	Caspase-7 inhib	ALOX15 inhib	HADH2 inhib	USP2a inh	Rhodamine autofl	DNA Pol III inh	BRCT PPI green	BRCT inh red	HEK293 cAMP cs
CCn1c(SCC(=O)N2CCc3ccccc32)nnc1-c1ccncc1	-3%	-5%	0%	2%	17%	6%	i	-8%	-0.4%	-0.1%	2%
COc1ccccc1C(=O)Nc1ccc(-c2nnc(SCC(=O)O)n2C)cc1	-1%	17%	0%	2%	?	1%	i	-2%	-2.0%	-1.2%	1%
COc1ccccc1N1CCN(c2cc(=O)n(Cc3ccc(F)cc3)c(=O)[nH]2)CC1	-5%	68%	1%	2%	-5%	.	.	-7%	1.1%	0.1%	2%
CCOC(=O)c1ccc2c(c1)N(Cc1ccccc1C)C(=O)c1ccccc1S2=O (stereo not drawn)	-2%	-5%	0%	-13%	-2%	14%	i	-13%	-1.0%	-0.6%	?
COc1ccc(N2CCN(CCNC(=O)c3c(C)cc(=O)oc3C)CC2)cc1	-1%	-27%	-2%	-14%	-8%	24%	i	1%	0.4%	0.7%	4%
Cc1ccc2cc(C(c3nnnn3CC3CCCO3)N3CCc4ccccc4C3)c(=O)[nH]c2c1 (stereo not drawn)	?	18%	-17%	-15%	4%	16%	i	-7%	-0.4%	-0.9%	-3%
Cc1cccc(-n2ncc3c(NCc4cccs4)ncnc32)c1	-3%	108%	-5%	-26%	-8%	0%	i	1%	1.4%	-1.2%	2%
O=C(CN1C(=O)C2C3C=CC(C3)C2C1=O)Nc1cccc2c1CCCC2 (stereo not drawn)	0%	-12%	1%	-3%	6%	4%	i	-6%	-1.3%	-0.1%	?

Other structures:
SMILES	Casp1 inh	Tau filament bind	Caspase-7 inhib	ALOX15 inhib	HADH2 inhib	USP2a inh	Rhodamine autofl	DNA Pol III inh	BRCT PPI green	BRCT inh red	HEK293 cAMP cs
O=S(=O)(N1CCCCC1)n1nnc2ccccc21	1%	-19%	1%	-6%	6%	-5%	i	4%	0.9%	-2.0%	4%
NC1=NC2=C(CCCC2)C2(CCCCC2)S1	-1%	3%	0%	-13%	-3%	1%	i	-6%	-0.6%	2.1%	21%
C[C@@H](C(=O)Cc1ccc2ccccc2c1)[C@@H]1C[C@@]1(C)[C@@H](NP(=O)(c1ccccc1)c1ccccc1)c1ccccc1	0%	62%	-1%	.	2%	.	.	12%	-1.0%	-0.8%	-7%
CC1(C)[C@@H](OC(=O)CCC(=O)O)CC[C@@]2(C)[C@H]1CC[C@@]1(C)[C@H]2C(=O)C=C2[C@H]3C[C@](C)(C(=O)O)CC[C@]3(C)CC[C@@]21C	-1%[25.7 µM]	-7%[25.6 µM]	-1%[25.7 µM]	8%[25.6 µM]	5%[25.6 µM]	-12%[17.1 µM]	i	0%[25.6 µM]	0.9%[34.4 µM]	0.9%[34.4 µM]	7%[25.6 µM]
OCc1ccccc1O	0%	.	-1%	1%	.	0%	.	.	-2.3%[3.08 µM]	1.8%	.
CC1CCN(C(=O)c2ccc(NS(C)(=O)=O)cc2)CC1	2%	1%	-1%	-2%	-8%	-5%	i	-1%	-1.0%	-1.3%	-1%
O=C(O)C/C(=C\c1ccco1)C(=O)O	-2%[11.5 µM]	7%[11.4 µM]	1%[11.5 µM]	0%[11.4 µM]	3%[11.4 µM]	.	i	-14%[11.4 µM]	-3.7%[15.4 µM]	-2.6%[15.4 µM]	?
